# Efflux pump inh: inhibitors of Candida efflux pumps in yeast, primary screen, S. cerevisiae, Nile Red, multiplex | S. cerevisiae Candida pump triplex | inhibition, % at 10 µM | 330,000 tested, 0.44% active | AID 485275, 2010;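 active means plate passing quality check with inhibition over a set limit, or well fluorescence over plate mean plus 4 SD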;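 further: Nile Red retained in pooled yeast measured as flow cytometry median fluorescence; 0% = buffer negative control and 100% = Enniatin B positive control; higher means more Nile Red kept so more efflux inhibition; some compounds called inactive have numbers as strong as hits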
# PP1 inh: PP1-alpha phosphatase inhibitors, primary screen, counter-screen for PP5 inhibitor project, biochemical, fluorescence, OMFP substrate, single point. Serine/threonine-protein phosphatase PP1-alpha catalytic subunit (Homo sapiens), P62136. purified PP1alpha. inhibition, % at 6.7 µM. 320,000 tested, 0.9% active;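 active means inhibition above the mean inhibition of all tested compounds plus 3 SD, computed separately for each screening campaign, cut at about 15% in these data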
# Target sequence (P62136 whole entry, looked up): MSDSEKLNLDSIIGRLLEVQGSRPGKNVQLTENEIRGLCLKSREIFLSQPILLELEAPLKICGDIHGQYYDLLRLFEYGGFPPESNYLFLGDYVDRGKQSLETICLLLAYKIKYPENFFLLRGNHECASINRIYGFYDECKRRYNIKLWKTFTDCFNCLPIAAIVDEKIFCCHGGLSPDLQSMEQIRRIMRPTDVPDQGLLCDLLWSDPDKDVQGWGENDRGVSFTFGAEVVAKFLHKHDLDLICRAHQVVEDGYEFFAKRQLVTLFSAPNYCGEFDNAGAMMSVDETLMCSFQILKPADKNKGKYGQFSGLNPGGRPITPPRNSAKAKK
# CTSL1 counter: Fasciola hepatica cathepsin L1 inhibitors, primary screen, counter-screen for PFM18AAP inhibitor project, biochemical, QFRET, fluorogenic peptide substrate. recombinant F. hepatica cathepsin L1, Z-Leu-Arg-MCA fluorescence. inhibition, % at 5.96 µM. 300,000 tested, 0.49% active;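 active means inhibition above the mean of all tested compounds plus 3 SD, set per screening campaign, cut at about 17% in these data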;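 further: 0% = plate median of test compound wells and 100% = 1 µM Z-Phe-Ala-diazomethylketone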
# PREPL inh: PREPL enzyme inhibitors, primary screen, biochemical, fluorescence polarization | Prolyl endopeptidase-like (Homo sapiens), Q4J6C6 | recombinant PREPL, fluorescence polarization activity-based probe | inhibition, % at 5.96 µM | 320,000 tested, 0.68% active | AID 2751, 2010; in the data active means inhibition above about 43%;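 further: 0% = enzyme with DMSO and 100% = wells lacking enzyme; many of its hits are not listed in these tables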
# TPT1 inhibitor: Candida albicans TPT1 enzyme inhibitors, primary screen, biochemical, fluorescence polarization; tRNA 2'-phosphotransferase TPT1 (Candida albicans SC5314); recombinant caTPT1, FP RNA substrate dephosphorylation; inhibition, % at 5 µM; 300,000 tested, 0.81% active; AID 1962, 2009;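 active means inhibition above the mean of all tested compounds plus 3 SD, set per screening campaign, cut at about 24% in these data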;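 further: plate controls were DMSO alone for no effect and ferristatin control at 100 nM for full effect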
# EBNA-1 inh: EBNA-1 DNA-binding inhibitors, primary screen, biochemical, fluorescence polarization. inhibition, % at 14.8 µM. 300,000 tested, 0.34% active; in the data active means inhibition above about 28%
# HCV core dimer: inhibitors of HCV core protein dimerization, primary screen, biochemical, TR-FRET, high-throughput. TR-FRET GST/Flag-core106 dimerization, 1536-well. inhibition, % at 5 µM. 300,000 tested, 0.33% active;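 active means inhibition above the mean of all tested compounds plus 3 SD, set per screening campaign, cut at about 45% in these data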
#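 assay system = GST-tagged and Flag-tagged HCV core protein residues 1-106 | controls = unlabelled core106 and no-GST-core106 wells | incubation = compound-protein-antibody incubation 4 h at 22.5 °C | probe or stimulus = Eu donor and XL665 acceptor anti-tag antibodies | read-out = % inhibition based on acceptor/donor emission ratio | signal = TR-FRET 671 and 617 nm emission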
# PP5 inh: PP5 phosphatase inhibitors, primary screen, biochemical, fluorescence; Serine/threonine-protein phosphatase 5 (Homo sapiens), P53041; purified PP5c, OMFP substrate fluorescence; inhibition, % at 6.7 µM; 320,000 tested, 0.18% active; AID 1987, 2009;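 active means inhibition above the campaign's mean inhibition across all tested compounds plus 3 SD, cut at about 9.5% in these data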;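 further: 0% = DMSO only and 100% = 100 µM cantharidin control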
# Target sequence (P53041 whole entry, looked up): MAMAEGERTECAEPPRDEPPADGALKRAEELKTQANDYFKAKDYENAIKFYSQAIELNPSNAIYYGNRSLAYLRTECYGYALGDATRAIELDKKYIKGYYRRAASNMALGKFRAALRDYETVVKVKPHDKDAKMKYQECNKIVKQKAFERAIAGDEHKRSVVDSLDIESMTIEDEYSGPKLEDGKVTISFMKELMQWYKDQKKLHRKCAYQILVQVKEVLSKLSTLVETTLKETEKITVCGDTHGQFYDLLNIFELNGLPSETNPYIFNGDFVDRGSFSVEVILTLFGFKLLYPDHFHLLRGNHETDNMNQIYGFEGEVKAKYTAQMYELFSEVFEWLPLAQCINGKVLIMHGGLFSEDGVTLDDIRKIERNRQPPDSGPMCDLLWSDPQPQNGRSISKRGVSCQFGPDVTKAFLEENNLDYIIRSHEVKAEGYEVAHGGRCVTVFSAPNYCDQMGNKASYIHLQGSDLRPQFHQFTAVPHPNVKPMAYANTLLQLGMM
# ZTA counter: ZTA (EBV) inhibition in EBNA-1 counter-screen | P03206 | ZTA-DNA binding, fluorescence polarization | inhibition, % at 11 µM | 320,000 tested, 0.15% active | AID 2234; in the data active means inhibition above about 33%
# Target sequence (P03206 whole entry, looked up): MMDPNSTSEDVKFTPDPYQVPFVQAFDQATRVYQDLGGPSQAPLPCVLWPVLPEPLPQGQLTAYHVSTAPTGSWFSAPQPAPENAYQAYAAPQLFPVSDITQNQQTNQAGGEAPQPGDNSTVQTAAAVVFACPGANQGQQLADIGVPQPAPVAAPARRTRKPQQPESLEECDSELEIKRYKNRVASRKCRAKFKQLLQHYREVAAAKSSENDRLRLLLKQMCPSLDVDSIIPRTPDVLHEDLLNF
# Active calls of the source: *; · = not tested or not shown. Only part of the results is shown; count on the stated rates, not on these rows.
SMILES,Efflux pump inh,PP1 inh,CTSL1 counter,PREPL inh,TPT1 inhibitor,EBNA-1 inh,HCV core dimer,PP5 inh,ZTA counter
O=C(N/N=C/c1cc(Br)ccc1O)C(c1ccncc1)N1CCOCC1 (stereo not given),-0.1,-2,3,20,-2,9,-11,0.1,-27
COC(=O)c1ccc(COc2nc(C)cc(C)c2C#N)o1,-0.2,-8,9,14,-8,-4,2,3.1,-8
CC1=C(C(=O)OC2CCCCCCC2)C(c2cccc(O)c2)NC(=O)N1 (stereo not given),-0.2,0,-3,11,-1,8,1,4.9,-5
CCC(C)(C)NC(=O)c1ccc2c(c1)S(=O)(=O)c1ccccc1C2=O,-0.2,2,2,-4,-3,4,-6,0.0,-4
CCS(=O)(=O)N1Cc2ccccc2CC1C(=O)OCC(=O)Nc1ccc(SC(F)F)cc1 (stereo not given),0.1,8,-4,6,1,-8,9,7.0,0
O=C(CNC(=O)c1cccc(Cl)c1)N/N=C/C=C/c1ccccc1,0.0,1,7,13,1,-1,6,0.3,-2
O=C(O)CCCCCCCCc1cn(CC2CCCCC2)nn1,0.2,-3,-4,16,-6,10,-10,1.5,-16
CCOC(CCn1ccc(O)c(Cc2ccc(Cl)cc2)c1=O)OCC,0.0,0,-4,2,-3,3,5,1.6,5
Nc1nc(N)nc(-c2ccc(Cl)c(Cl)c2)n1,0.1,-3,·,-5,·,·,·,0.2,-14
CCOC(=O)N1CCC(n2c(=S)[nH]c3cc(OC)c(OC)cc3c2=O)CC1,0.0,-1,0,12,1,7,-1,3.0,1
FC(F)Oc1ccc(NC(=S)N2CCc3ccccc32)cc1,-0.1,0,4,4,4,7,1,-1.9,15
O=C(O)c1ccc2c(=O)[nH]c(CN3CCOCC3)nc2c1,-0.1,0,-1,1,-8,5,0,1.1,-10
COc1cc(C(=O)Nc2ccc(Br)cc2C(=O)c2cc(OC)c(OC)c(OC)c2)cc(OC)c1OC,1.0,-1,3,1,-2,-6,2,1.3,0
CC(C)CCN(CC(=O)NC1CCCC1)C(=O)C(=O)Nc1ccc2c(c1)OCCO2,-0.3,1,-2,0,1,-5,-3,3.6,-3
Cc1ccc(-n2nc(C)c3c(C)c(CCC(=O)O)c(C)nc32)cc1,0.4,-4,1,7,6,-13,4,3.1,-8
CCOC(=O)N1CCN(C(=O)c2cc(-c3ccncc3)nc3ccccc23)CC1,0.0,-4,3,-2,1,-1,1,-1.2,-4
Cn1c(=O)c(C(=O)NCCc2ccc(Cl)cc2)c(O)c2ccccc21,0.0,-8,9,11,0,-1,-5,-6.0,-13
COC(=O)c1ccccc1S(=O)(=O)N1CCC(C(=O)OCC(=O)NC2CCCCC2C)CC1 (stereo not given),-0.1,-1,·,7,·,·,·,-2.5,-2
COc1cccc(NC(=O)N(C2CCCCC2)C(C)c2cccs2)c1 (stereo not given),0.0,-2,4,13,-3,2,1,0.9,3
NS(=O)(=O)c1ccc(CCNC(=O)CNC(=O)c2ccccc2F)cc1,-0.1,6,-2,-7,0,-7,-7,-0.5,12
COC(=O)C1=C(C)OC(N)=C(C#N)C1C1CCCCC1 (stereo not given),0.1,0,-1,-1,-3,-5,-9,0.7,0
FC(F)(F)c1nnc2ccc(-n3ccnc3)nn12,0.3,-1,-1,0,3,-2,-1,-0.6,5
O=C(NCc1ccccn1)c1cnc2sccn2c1=O,-0.1,-1,1,4,-2,-1,-3,0.6,6
CN(C(=O)c1ccc(Cl)cc1)C1=CCCCC1CCC#N (stereo not given),0.0,-1,-1,15,1,-7,-7,0.5,-16
O=C(COC(=O)c1ccc2ncsc2c1)NC(=O)c1ccccc1,-0.1,4,-7,-5,4,4,0,4.1,-9
CCN(CC)CCNC(=O)c1cc(Sc2nnc(C)s2)nc2ccccc12,0.3,-4,0,-32,0,5,1,1.6,8
O=C(C1CCC(CNc2c(N3CCCCC3)c(=O)c2=O)CC1)N1CCCC1 (stereo not given),-0.1,-3,1,-5,1,5,-1,0.3,-6
COc1ccc(CCn2c(O)c(C=Nc3cccc(F)c3)c(=O)[nH]c2=O)cc1OC,0.3,4,2,0,6,8,0,3.5,-5
COCCC(=O)N1CCC(Oc2ccc(C(=O)N(C)C3CCCCC3)cc2)CC1,0.0,0,-2,-10,0,-8,2,1.5,-16
CCOc1ccc(CCNC(=O)c2cc3c(C)nccc3[nH]c2=O)cc1OCC,0.3,-3,-4,-5,2,4,0,1.7,19
O=C(Nc1nnc(-c2ccccc2F)s1)c1ccccc1F,0.3,-4,3,14,3,5,-8,8.8,-17
CC[C@H]1OC(=O)[C@H](C)[C@@H](O[C@H]2C[C@@](C)(OC)[C@@H](O)[C@H](C)O2)[C@H](C)[C@@H](O[C@@H]2O[C@H](C)C[C@H](N(C)C)[C@H]2O)[C@](C)(O)C[C@@H](C)C(=O)[C@H](C)[C@@H](O)[C@]1(C)O,-0.1,6,6,14,-3,11,3,-1.3,2
CCOC(=O)c1nnn(-c2nonc2N)c1COc1ccccc1,0.1,-1,-3,-2,6,3,0,4.0,10
O=C(NCCN1CCCC1)C1(S(=O)(=O)c2ccc(Cl)cc2)CC1,0.1,-2,8,4,0,4,-1,0.6,-1
COc1ccc(C2C(C(=O)c3cccs3)=C(O)C(=O)N2c2nncs2)cc1 (stereo not given),0.1,-1,1,7,-36,-3,1,2.1,1
CCCOc1ccc(/C=N/NC(=O)C2CCCN2S(=O)(=O)c2ccc(Cl)cc2)cc1 (stereo not given),-0.3,3,1,8,0,-3,12,1.0,-2
O=C(/C=C/c1ccccc1)NC(=S)Nc1ccc(N2CCOCC2)cc1,-0.1,-1,1,2,-1,1,-2,0.8,-1
Cc1ccccc1OCCCC(=O)Nc1nncs1,-0.1,-2,3,-7,0,5,-2,0.0,-1
COc1ccc(C(CC(=O)Nc2ccccc2OC)n2cccc2)cc1 (stereo not given),-0.3,3,-1,-7,-1,-8,2,2.8,-10
c1ccc(-c2ccccc2OCCN2CCOCC2)cc1,0.1,1,-2,1,1,-10,-5,1.9,-9
CC(=O)N1C(=O)C2(Nc3ccccc3N2)c2ccccc21,-0.1,0,-1,-3,-4,0,-5,0.1,-7
CCN(CC)CCCNC1=C(Cl)C(=O)c2ccccc2C1=O,0.0,-2,17*,14,-1,6,-9,0.7,-1
CN(C(=O)COC(=O)Cc1c(F)cccc1Cl)c1c(N)n(Cc2ccccc2)c(=O)[nH]c1=O,0.2,-2,·,0,·,·,·,1.7,4
Cc1c(C(=O)N2CCCCC2)oc2ccc(S(=O)(=O)N3CC(C)CC(C)C3)cc12 (stereo not given),0.7,-1,0,17,-2,-6,17,3.4,13
CC(=O)Nc1nnc(SCC(=O)Nc2ccc3c(c2)OCCO3)s1,0.0,-3,1,1,-1,9,-3,-1.3,18
CCN(CC)S(=O)(=O)c1ccc(C(=O)NN(C)C2=NS(=O)(=O)c3ccccc32)cc1,0.7,3,-5,7,-1,36*,1,-4.8,-2
COc1cccc(CN(C)C(=O)CSC(C)C(=O)Nc2cc(C)on2)c1OC (stereo not given),-0.1,-4,1,2,0,-4,2,-3.3,-1
COc1ccc(/C=N/NC2=NS(=O)(=O)c3ccccc32)cc1OC(C)=O,0.1,-1,-1,1,18,-10,-3,0.2,1
CN(C)C(=O)Cn1nc(-c2ccccc2)c2ccccc2c1=O,-0.1,1,-2,-6,-5,-5,-6,1.5,-23
COc1cc(OC)c(OC)cc1/C=N/NC(=O)c1cnccn1,-0.1,-5,3,-1,0,0,-3,-1.8,12
C=C(C)CNC(=O)c1ccc(OC2CCN(C(=O)COC)CC2)cc1,0.0,0,-3,5,0,2,-14,-2.2,-1
CN1CC=C2C(C#N)=C(N)C(C#N)(C#N)C(c3ccsc3)C2C1 (stereo not given),-0.1,0,1,19,-51,7,-38,-1.3,11
Cc1ccc(C)n1-c1ccc(-c2nnco2)cc1,-0.1,24*,-1,17,5,9,67*,0.1,2
CCc1ccc(OCC(=O)N/N=C2\CC(=O)c3ccccc32)cc1,0.1,7,6,54*,-5,23,20,5.7,4
CCOC(=O)Cc1csc(NC(=O)Nc2cccs2)n1,0.1,6,-4,10,-2,-10,-13,2.7,-12
O=C(COc1cccc2ccccc12)NNC(=O)C1CCCO1 (stereo not given),-0.1,-1,-6,-5,0,-1,0,0.5,-15
O=C(c1ccncc1)N1CCN(S(=O)(=O)c2ccccc2Br)CC1,0.0,1,·,-6,·,·,·,0.1,-6
O=[N+]([O-])c1ccc(Cl)c(CN2CCN(c3ncccn3)CC2)c1,-0.1,-2,0,-5,2,-9,4,-0.7,-2
COc1ccc(C2c3c(nc[nH]c3=O)Oc3nc[nH]c(=O)c32)cc1,-0.1,-2,5,-2,-4,3,3,-3.1,2
O=C(CCNS(=O)(=O)c1ccccc1C(F)(F)F)NCCCc1ccccc1,-0.3,-3,·,-12,·,·,·,1.6,-7

# Arranged by molecular weight (lowest first): part of the list above
SMILES,Efflux pump inh,PP1 inh,CTSL1 counter,PREPL inh,TPT1 inhibitor,EBNA-1 inh,HCV core dimer,PP5 inh,ZTA counter
CN(C)C(=O)Cn1nc(-c2ccccc2)c2ccccc2c1=O,-0.1,1,-2,-6,-5,-5,-6,1.5,-23
O=C(COc1cccc2ccccc12)NNC(=O)C1CCCO1 (stereo not given),-0.1,-1,-6,-5,0,-1,0,0.5,-15
COc1cc(OC)c(OC)cc1/C=N/NC(=O)c1cnccn1,-0.1,-5,3,-1,0,0,-3,-1.8,12

# Continuation:
SMILES,Efflux pump inh,PP1 inh,CTSL1 counter,PREPL inh,TPT1 inhibitor,EBNA-1 inh,HCV core dimer,PP5 inh,ZTA counter
COc1ccc(NC2CCCN(C(=O)c3ccccc3N3CCOCC3)C2)cc1OC (stereo not given),-0.1,0,-3,11,-5,-4,-14,0.9,-19
COc1ccc(CNC(=O)CSc2nnnn2C)cc1OC,0.0,-4,7,2,-3,2,0,-1.6,8
O=C(COC(=O)/C=C/c1ccc(Cl)cc1)Nc1ccc2[nH]c(=O)[nH]c2c1,-0.1,1,1,28,3,8,-1,-0.9,-16
Cc1ccc(NC(=O)C2CCCN(S(=O)(=O)c3c(C)noc3C)C2)cc1 (stereo not given),-0.1,-5,-5,-1,0,-7,4,0.1,-1
O=C(COC(=O)C1=NN(c2ccccc2)C(=O)CC1)Nc1ccc([N+](=O)[O-])cc1C(F)(F)F,0.0,-3,·,3,·,·,·,-0.4,6
COc1ccccc1CN1C(=O)c2cccc3cccc(c23)C1=O,-0.1,4,-1,13,-4,-6,-1,0.1,-15
COc1cc2nc(N(C)CCCNC(=O)C3CCCO3)nc(N)c2cc1OC (stereo not given),-0.1,-2,3,-1,-2,6,-2,-0.5,13
O=C(NC(=S)Nc1ccc(N2CCOCC2)c(Cl)c1)C(c1ccccc1)c1ccccc1,0.1,-3,1,1,-3,5,25,3.8,-2
OC(CSc1c(Cl)cccc1Cl)CN1CCN(c2ccc(F)cc2)CC1 (stereo not given),-0.1,2,-3,-28,-5,-6,0,3.0,-13

# Results in CTSL1 counter and PP5 inh (three entries from above):
canonical_smiles | CTSL1 counter | PP5 inh
OC(CSc1c(Cl)cccc1Cl)CN1CCN(c2ccc(F)cc2)CC1 (stereo not given) | -3 | 3.0
COc1cc2nc(N(C)CCCNC(=O)C3CCCO3)nc(N)c2cc1OC (stereo not given) | 3 | -0.5
COc1ccccc1CN1C(=O)c2cccc3cccc(c23)C1=O | -1 | 0.1
